# Assay outcomes (PubChem BioAssay)
# AGP1-GFP MLPCN – modulators of AGP1-GFP expression in yeast TOR pathway, primary screen, cell-based, multiplex flow cytometry, S. cerevisiae, MLPCN library. 3 h; GFP as percent of DMSO wells. AID 2066, 2009. GFP response vs DMSO, % at 10 µM. 320,000 tested, 0.02% active;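 active = GFP response relative to DMSO above a set limit, near screen average plus 3 SD, cut at about 150% in these data; inconclusive = fewer than 70 cells counted for the yeast strain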;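 note: median GFP channel fluorescence of the gated AGP1 strain per well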
# CIT2 TOR yeast – modulators of CIT2-GFP expression in yeast, primary screen, S. cerevisiae, GFP fusion, multiplex flow cytometry, MLPCN library; S. cerevisiae CIT2-GFP strain, 3 h; 100 means same as DMSO wells; GFP response vs DMSO, % at 10 µM; 320,000 tested, 0.065% active; AID 2029, 2009;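 active = GFP response relative to DMSO above a set limit, near the screen mean plus 3 SD, cut at about 150% in these data; inconclusive = Fewer than 70 cells measured for a yeast strain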;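 note: ratio of well median GFP fluorescence to mean of DMSO wells on the plate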
# RPL19A-GFP yeast – RPL19A-GFP expression modulators in yeast, primary screen, cell-based, S. cerevisiae, multiplex flow cytometry, MLPCN | percent response vs DMSO, % at 10 µM | S. cerevisiae RPL19A-GFP strain, 3 h; hits give low values | 330,000 tested, 0.3% active;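 active = percent response vs DMSO below 50%; inconclusive = fewer than 70 events counted for the yeast strain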;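 note: median channel GFP fluorescence of the barcoded RPL19A-GFP strain; ratio of sample median GFP to plate DMSO average so 100% = DMSO; lower means less RPL19A-GFP as with rapamycin TOR inhibition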
# MEP2-GFP yeast – modulators of MEP2-GFP levels in yeast, primary screen, S. cerevisiae, multiplex flow cytometry, MLPCN library; S. cerevisiae MEP2-GFP strain, 3 h; 100% = DMSO control level; GFP response vs DMSO, % at 10 µM; 330,000 tested, 0.51% active;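 active = GFP response versus DMSO above a set limit, roughly screen mean plus 3 SD, cut at about 180% in these data; inconclusive = fewer than 70 cells counted for a yeast strain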;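 note: median GFP fluorescence of the barcode-gated MEP2-GFP cells per well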
# LAP4-GFP MLPCN – modulators of LAP4-GFP expression in yeast, primary screen, S. cerevisiae, multiplex flow cytometry, MLPCN library. AID 2023, 2009. 3 h; median GFP as percent of DMSO wells. GFP response vs DMSO, % at 10 µM. 320,000 tested, 0.34% active;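 active = GFP response vs DMSO above a set limit, about the screen mean plus 3 SD, cut at about 150% in these data; inconclusive = under 70 cell events counted for the yeast strain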
# JMJD2C inh – inhibitors of GASC-1 histone demethylase, primary screen, biochemical, fluorescence, DELFIA europium; Lysine-specific demethylase 4C (Homo sapiens), Q9H3R0; GST-JMJD2C(1-420) H3K9me3 demethylation; inhibition, % at 2.35 µM; 330,000 tested, 0.069% active; AID 2099, 2009;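 active = more than half of a compound's replicate wells show inhibition beyond 50%, single wells judged on their own value; inconclusive = some, but no more than half, of replicates pass 50% inhibition; inactive = no replicate passes 50% inhibition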;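 note: signal counts dimethyl H3K9 product captured on neutravidin plate; 0% = median of DMSO wells and 100% = 0.3 times that DMSO median; strong numbers were not always called active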
# Target sequence (Q9H3R0 1-420 limits assumed): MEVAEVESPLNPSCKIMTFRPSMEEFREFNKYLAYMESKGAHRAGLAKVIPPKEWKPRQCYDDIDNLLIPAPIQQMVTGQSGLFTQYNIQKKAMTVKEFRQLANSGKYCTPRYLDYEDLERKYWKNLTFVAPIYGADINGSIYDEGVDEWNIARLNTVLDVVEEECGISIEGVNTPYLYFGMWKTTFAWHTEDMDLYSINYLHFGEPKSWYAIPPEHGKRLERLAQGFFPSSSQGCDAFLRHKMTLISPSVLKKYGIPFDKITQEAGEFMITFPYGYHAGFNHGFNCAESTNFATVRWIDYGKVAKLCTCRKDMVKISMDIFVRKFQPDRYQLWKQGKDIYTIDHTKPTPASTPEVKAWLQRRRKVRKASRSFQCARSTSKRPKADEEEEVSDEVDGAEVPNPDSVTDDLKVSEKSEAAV
# GRK2 aptamer HTS – compounds blocking aptamer binding on GRK2 – biochemical, human GRK2, bead flow cytometry, HTS, primary screen; FAM-aptamer displacement from GRK2; AID 488847, 2010; Beta-adrenergic receptor kinase 1 (Homo sapiens), P25098; inhibition of aptamer binding, % at 10 µM; 330,000 tested, 0.59% active;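 active = inhibition of aptamer binding above 40%, roughly 3 SD of noise, on plates passing a quality check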;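 note: median bead fluorescence of bound FAM aptamer so fluorescent compounds give negative values; no value below 0 was filed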
# Target sequence (P25098 whole entry, looked up): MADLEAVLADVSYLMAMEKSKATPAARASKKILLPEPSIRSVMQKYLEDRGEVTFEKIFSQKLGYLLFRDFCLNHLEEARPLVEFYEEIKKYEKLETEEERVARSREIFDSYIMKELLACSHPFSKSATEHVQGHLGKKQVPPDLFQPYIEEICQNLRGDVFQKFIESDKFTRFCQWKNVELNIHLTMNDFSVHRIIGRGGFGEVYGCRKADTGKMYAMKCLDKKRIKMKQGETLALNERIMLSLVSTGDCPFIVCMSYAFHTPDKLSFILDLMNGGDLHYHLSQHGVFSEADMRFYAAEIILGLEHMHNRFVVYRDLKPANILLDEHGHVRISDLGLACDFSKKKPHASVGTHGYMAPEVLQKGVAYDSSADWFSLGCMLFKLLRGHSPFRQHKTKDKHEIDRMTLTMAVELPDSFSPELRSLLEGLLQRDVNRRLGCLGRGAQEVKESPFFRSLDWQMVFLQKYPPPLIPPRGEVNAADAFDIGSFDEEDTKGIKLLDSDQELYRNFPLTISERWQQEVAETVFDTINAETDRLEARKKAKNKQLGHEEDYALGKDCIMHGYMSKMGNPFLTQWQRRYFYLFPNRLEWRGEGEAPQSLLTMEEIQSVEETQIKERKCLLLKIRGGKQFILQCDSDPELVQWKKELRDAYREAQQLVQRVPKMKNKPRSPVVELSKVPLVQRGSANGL
# VLA-4 inh – inhibition in human VLA-4 binding assay, primary screen, VLA-4 allosteric modulator project, MLPCN library, flow cytometry, VLA-4 expressing cells | inhibition, % (about 7 µM as worked out from the volumes in the protocol) | ligand binding flow cytometry | 330,000 tested, 0.2% active | AID 2557, 2010; in the data active = inhibition above about 50%
# An asterisk follows results filed as active; i = inactive; ? = inconclusive; . = no result given; & = joins results of further samples; [ ] = dose if it differs, or a comment.
SMILES,AGP1-GFP MLPCN,CIT2 TOR yeast,RPL19A-GFP yeast,MEP2-GFP yeast,LAP4-GFP MLPCN,JMJD2C inh,GRK2 aptamer HTS,VLA-4 inh
O=C(NCc1ccccc1F)C1CCCN(C(=O)Nc2ccccc2)C1 (stereo not drawn),105.4,108.8,103.2,105.5,105.1,-1.9,2.0,10.4
Cc1onc(-c2ccccc2Cl)c1C(=O)N1CCN(S(=O)(=O)c2ccc(F)c(F)c2)CC1,89.5,.,106.5,98.8,81.8,0.5,0.0,16.4
Cc1cc2c(cc1C)[n+](C)cn2CC(O)COCc1ccccc1 (stereo not drawn),107.4,106.8,.,104.2,103.7,5.1,0.0,12.2
O=C(CC1SC(N2CCCC2)=NC1=O)Nc1ccc(C(=O)Nc2ccccc2)cc1 (stereo not drawn),105.0,89.9,94.7,96.0,111.6,11.6,0.0,11.6
Cc1ccccc1-n1nnnc1SCC(=O)NCC1(N2CCOCC2)CCCCC1,85.8,85.2,88.4,93.4,95.2,3.2,0.0,-5.8
CC1Cc2ccccc2N1C(=O)CSc1ncc(-c2ccc(F)cc2)n1C (stereo not drawn),92.0,91.4,98.9,94.8,94.3,2.5,1.0,-8.4
Cc1ccsc1C(=O)OCC(=O)NC1CCS(=O)(=O)C1 (stereo not drawn),100.1,101.9,110.3,106.5,103.6,-1.1,0.0,-2.2
CCc1cc(C(=O)NNC(=S)NCC2CCCO2)cs1 (stereo not drawn),98.7,95.3,93.3,98.7,95.8,i,3.0,0.0
CC1(C)CC(=O)C=C(NCc2cccnc2)C1,113.4,109.6,107.5,103.5,105.2,-4.6,1.0,-2.5
Cn1ccnc1SCC(=O)Nc1ccc2c(c1)OCCO2,103.9,106.3,100.4,107.1,109.6,145.6,3.0,1.7
CCN(CC)C(=O)c1sc(N)c(C(=O)OC(C)C)c1C,92.9,85.0,95.5,91.5,90.3,-16.0,0.0,2.5
Cc1cnc(C(=O)OCC(=O)Nc2ccc(Br)c(C)c2)cn1,100.0,101.7,95.2,97.4,97.6,-3.0,0.0,-69.7
CCCCCN1CC(O)=C(c2nc3ccccc3[nH]2)C1=N,108.2,102.6,107.9,114.1,116.8,-15.2,0.0,13.6
COCCn1c(SCC(=O)Nc2cccc(OC)c2)nnc1-c1ccc(Cl)cc1,99.1,97.6,96.8,96.4,94.2,-3.7,0.0,28.2
Cc1ccccc1-c1nc(CN2CCC(C(=O)NCCC3=CCCCC3)CC2)c(C)o1,100.3,103.1,98.6,101.1,95.4,1.4,0.0,2.7
O=C(NCc1cccnc1)C(=O)NCC1OCCCN1S(=O)(=O)c1ccccc1 (stereo not drawn),94.4,91.9,96.5,99.2,84.2,-0.1,0.0,-2.3
COc1cc(CNc2ccc(C)c(C)c2)cc(OC)c1OC,118.5,106.4,112.6,114.2,113.3,6.7,0.0,8.9
CC(C)(C)C(=O)C[n+]1cccc(C(N)=O)c1,95.1,94.4,99.5,102.0,87.0,1.4,0.0,3.7
O=C(Nc1ncc(Cc2ccccc2Cl)s1)c1ccc([N+](=O)[O-])cc1,97.5,100.8,95.5,94.8,85.8,-2.8,1.0,25.7
O=C(c1cc2ccccc2o1)N(C1CC1)C1(C(=O)Nc2ccccc2)CCCC1,100.5,90.9,98.3,99.1,99.7,-2.7,4.0,16.9
CC(C)c1ccc(N2C(=O)CC(NNC(=O)c3ccccc3Cl)C2=O)cc1 (stereo not drawn),99.2,94.0,95.8,94.3,107.7,1.5,0.0,6.5
CC(=O)c1cccc(N(CC(=O)Nc2ccc(S(=O)(=O)N3CCOCC3)cc2)S(C)(=O)=O)c1,111.6,105.6,94.5,98.0,110.2,-8.8,2.0,-4.5
CN(C)C(CNc1ncnc2sc3c(c12)CCCCC3)c1ccco1 (stereo not drawn),99.8,96.1,100.3,100.2,97.2,8.2,0.0,15.6
CC(C)CNC(=O)c1nc(-c2ccccc2)n(-c2ccccc2)n1,?,?,19.8*[may fluoresce violet],514.6*[may fluoresce violet],94.9[may fluoresce violet],-0.1,2.0,1.7
CN(C)CCNC(=O)c1ccc(CS(=O)(=O)c2ccc(Br)cc2)o1,102.7,105.9,99.3,98.7,100.3,-4.7,3.0,11.6
O=C(CCCn1nnnc1CN1CCOCC1)N1CCC(c2ccccc2Cl)C1 (stereo not drawn),109.3,122.5,104.3,106.5,109.7,-6.8,0.0,4.4
CC1=CC(=C2C(=O)c3ccccc3C2=O)C=C(C)N1C,98.7,98.8,95.0,109.3,95.3,5.3,0.0,3.8
CC(C)c1ccc(NC(=S)N(C)CCc2ccccn2)cc1,98.4,102.0,95.6,92.1,87.6,-11.2,0.0,2.2
CCOC(=O)C1CCN(C2CCN(Cc3nc(-c4ccccc4)no3)CC2)CC1,108.8,100.6,101.0,98.4,113.2,-0.6,3.0,3.6
O=C(CNC(=O)Cc1ccccc1)NCc1cccs1,86.0,88.0,93.8,91.0,75.6,6.9,2.0,13.9
Nc1cccnc1S(=O)(=O)c1cccc(C(F)(F)F)c1,108.3,99.9,98.9,99.0,108.2,.,0.0,7.2
CCOc1ccc(C(C)=O)cc1N1C(=O)C2C3C=CC(O3)C2C1=O (stereo not drawn),78.2,87.4,98.4,84.5,203.4*,2.2,0.0,-138.9
CCc1ccc(S(=O)(=O)NCc2cccnc2)cc1,100.7,102.9,105.1,102.9,81.9,-6.6,0.0,6.8
CCN(Cc1cnn(C)c1)Cc1nc(C(c2ccccc2)c2ccccc2)no1,98.0,92.4,93.0,97.9,100.2,-7.4,2.0,8.5
CCOC(=O)N(NC(=O)C(O)(C(C)C)C(C)C)c1ccccc1,105.9,105.3,110.4,106.8,97.6,3.1,5.0,-4.8
CC(=O)C(Sc1ncnc2c1nnn2-c1ccc(F)cc1)C(=O)N(C)C (stereo not drawn),102.2,114.7,100.2,107.6,100.1,-2.8,2.0,-7.2
O=C(Nc1cccc(Cl)c1)ON=C1c2ccccc2-c2ccccc21,88.9,91.3,103.4,99.4,114.7,-0.5,0.0,-7.8
CCN(CC(=O)Nc1ccccc1OC)C(=O)CSCc1ccc(C)cc1,97.3,95.9,97.9,101.4,106.4,-5.2,0.0,9.0
CCn1cc(CN2CCN(Cc3ccc(OC)c(C)c3C)C(CCO)C2)c(C)n1 (stereo not drawn),104.2,104.3,102.3,106.8,108.5,8.0,1.0,4.0
O=C(NCC1CCN(C(=O)c2cccc([N+](=O)[O-])c2)CC1)c1cccc([N+](=O)[O-])c1,98.9,102.2,101.5,98.1,97.2,3.6,0.0,-6.9
CCCCNC(=S)NCc1ccc2[nH]c3c(c2c1)CCCC3,92.9,97.9,95.3,94.2,94.2,-9.3,0.0,8.4
CN(CC1CCCO1)S(=O)(=O)c1ccc(C(=O)Nc2ccc(S(N)(=O)=O)cc2)cc1 (stereo not drawn),97.7,94.8,100.0,100.5,104.9,-11.5,2.0,-5.4
Cn1c(-n2c(CCCN3C(=O)c4ccccc4C3=O)nc3ccccc3c2=O)nc2ccccc21,98.5,96.9,98.1,95.1,102.6,2.2&10.5,2.0,-68.1
Cc1cc(C(=O)N(C)CC(=O)Nc2ccccc2C(F)(F)F)c(C)o1,104.4,103.2,101.3,100.1,100.4,-1.4,2.0,18.3
CCc1c(O)nc(SCc2ccccc2)n(C(C)CC)c1=O (stereo not drawn),?,?,16.3*[may fluoresce violet],209.6*[may fluoresce violet],83.7[may fluoresce violet],1.9,0.0,-0.1
O=C(N/N=C/c1ccc(O)cc1O)C1CC1,109.2,106.4,102.6,103.0,105.1,15.1,.,11.6
Cc1onc(-c2ccccc2)c1C(=O)NCCc1c[nH]c2ccccc12,91.8,89.6,87.4,97.6,93.8,3.5,1.0,-6.3
CCN(Cc1cc(=O)n2ccsc2n1)Cc1nc2cc(OC)c(OC)cc2c(=O)[nH]1,99.4,101.2,99.6,105.5,106.5,-3.4,6.0,7.7
CCOc1ccc(NC2CCCCC2NS(=O)(=O)c2ccccc2)cc1 (stereo not drawn),102.3,97.8,100.3,101.1,86.8,6.3,49.0*,8.3
O=C(NCCCc1ccccc1)c1ccc([N+](=O)[O-])cc1Cl,90.5,90.2,94.3,92.0,83.5,8.9,0.0,5.8
O=C(CN1C(=O)c2ccccc2S1(=O)=O)c1ccc2c(c1)OCCO2,101.3,95.4,96.6,92.5,110.7,2.2,0.0,18.3
O=C(CCC1CCCCC1)Nc1c2c(nn1-c1ccc(F)cc1)CS(=O)(=O)C2,106.2,104.3,97.0,100.4,93.4,-1.6,0.0,19.0
COc1ccc(OCC(=O)Nc2ccc(N3CCN(Cc4ccccc4F)CC3)cc2)cc1,99.4,102.7,101.2,101.8,92.2,-2.7,0.0,-0.1
Cc1cc(NC(=O)C2CC(c3ccccc3Cl)=NO2)no1 (stereo not drawn),?,70.9[may fluoresce red],?,?,97.5[may fluoresce red],1.0,2.0,5.7
Cc1n[nH]c(C)c1Sc1ccccc1N=Cc1cc(Cl)cc([N+](=O)[O-])c1O,84.2,84.2,94.9,99.2,145.7,-1.3,0.0,-7.0
COc1ccc(C)cc1N(CC(=O)N1CCCCCC1)S(=O)(=O)c1ccc(C)cc1,88.7,89.6,74.2,73.2,79.8,-17.6,3.0,13.3
Cc1nc(COC(=O)c2c(C)nn(-c3ccccc3)c2C)cs1,99.2,98.6,95.5,104.8,102.7,1.2,7.0,-2.4
CN(c1nc2ccccc2[nH]c1=O)C1CCCCC1,97.2,102.9,94.5,97.6,99.7,0.3,0.0,-1.7
O=c1cc(CN2CCN(c3ccccc3F)CC2)c2cc(O)c(-c3ccccc3)cc2o1,95.8,101.4,103.8,100.8,98.0,-32.7,0.0,5.0
COc1ccc(C(=O)c2c3ccc(C(F)(F)F)cc3[n+]([O-])n2CCCC(N)=O)cc1,95.5,97.3,99.6,97.7,99.7,1.5,1.0,-7.5
# The list goes on:
SMILES,AGP1-GFP MLPCN,CIT2 TOR yeast,RPL19A-GFP yeast,MEP2-GFP yeast,LAP4-GFP MLPCN,JMJD2C inh,GRK2 aptamer HTS,VLA-4 inh
Cc1ccc(-n2ncc3c(NCCCN4CCCC4=O)ncnc32)c(C)c1,99.2,100.9,103.7,104.3,105.4,6.6,0.0,15.7
O=C(CO)N/N=C/c1c2ccccc2cc2ccccc12,98.9,104.1,93.9,99.1,102.3,2.1,0.0,9.5
Cc1ccc(C(C)(C)C)cc1S(=O)(=O)N1CC(=O)Nc2ccccc21,98.8,105.6,104.6,107.4,93.2,-6.5,0.0,-21.9
O=C(CSc1nc2[nH]ncc2c(=O)[nH]1)NCCc1ccccc1,97.3,102.2,97.6,104.5,93.0,-1.3,6.0,6.9

# Arranged by heavy-atom count (lowest first): part of the list above
SMILES,AGP1-GFP MLPCN,CIT2 TOR yeast,RPL19A-GFP yeast,MEP2-GFP yeast,LAP4-GFP MLPCN,JMJD2C inh,GRK2 aptamer HTS,VLA-4 inh
O=C(CO)N/N=C/c1c2ccccc2cc2ccccc12,98.9,104.1,93.9,99.1,102.3,2.1,0.0,9.5
O=C(CSc1nc2[nH]ncc2c(=O)[nH]1)NCCc1ccccc1,97.3,102.2,97.6,104.5,93.0,-1.3,6.0,6.9
Cc1ccc(-n2ncc3c(NCCCN4CCCC4=O)ncnc32)c(C)c1,99.2,100.9,103.7,104.3,105.4,6.6,0.0,15.7
